Assay outcomes as filed in PubChem BioAssay.
Rpn11 block: blocks the human proteasome subunit Rpn11; calls only at 20 µM; 0.59% of 360,000 active; AID 588493; O00487; human 26S proteasome, Ub4-pepOG fluorescence polarization; 20S core pre-blocked with epoxomicin;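 active = inhibition at 20 µM, scaled to each plate's controls, above about 33%, limit read from the data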
FAS-TE inh: blocks the thioesterase domain of human fatty acid synthase | P49327 | recombinant FAS-TE, OMFH fluorogenic substrate, fluorescence endpoint | inhibition, % at 15 µM | 0.67% of 360,000 active | AID 602261;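 active = compounds whose normalised, plate-corrected inhibition of enzyme fluorescence in the single-dose primary screen is 50% or more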;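 also: 0% = DMSO with enzyme and 100% = substrate without enzyme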
SKN-1 block: C. elegans SKN-1 inhibition; inhibition, % at 21.8 µM; 0.49% of 360,000 active; C. elegans VP596 Pgst-4::GFP/RFP ratio, acrylamide-induced, 24 h;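 active = interference check ratio from 0.5 to 1.5 plus GFP to RFP signal ratio inhibition reaching or exceeding a fixed threshold, cut at about 30% in these data, passing the limit was not always enough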; also: some compounds called inactive have numbers as strong as hits
NadD inh: blocks S. aureus nicotinate mononucleotide adenylyltransferase. purified NadD enzyme, colorimetric absorbance read-out. inhibition, % at 20 µM. 0.78% of 360,000 active. AID 602399; in the data active = inhibition above about 26%; also: some compounds past the cut are filed as inactive
Rin1 Abl inh: human Rin1-Abl interaction inhibition | inhibition, % at 7.35 µM | TR-FRET Rin1/Abl binding, biochemical | AID 588664 | 0.4% of 360,000 active | P00519+Q13671; in the data active = inhibition above about 5%, passing the limit was not always enough
MT1-MMP act inh: blocks activation of human MT1-MMP | P50281 | HT1080 RFP-PRO-GFP cells, GFP/RFP ratio fluorescence, overnight; percent of plate control window, DMSO zero | GFP/RFP ratio change, % at 20 µM | 0.061% of 360,000 active | AID 651647;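 active = GFP/RFP ratio change of at least 30% with cell ATP level not reduced by more than half and red fluorescence within 50% of control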; also: strong numbers were not always called active
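Compound: 20 µM single dose, 1% DMSO / System: HT1080 RFP-PRO-GFP cells / Controls: DMSO and RFP-L50D-GFP cell wells / Read-out basis: GFP/RFP fluorescence ratio / Schedule: overnight compound exposure at 37 °C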
Neddylation inh: cullin neddylation inhibition | AID 651699 | 0.58% of 360,000 active | P61081+Q13564 | calls only at 25 µM | TR-FRET cullin neddylation, biochemical; in the data active = inhibition above about 36%
CSN inh: blocks human CSN-mediated cullin deneddylation; Purified CSN, SCF-Nedd8-OG deneddylation, fluorescence polarization; Q92905; AID 651999; inhibition, % at 12.5 µM; 0.38% of 360,000 active;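 active = pattern-corrected inhibition above about 35%, with an unprinted fluorescence ratio check between 0.5 and 1.5, limit read from the data, passing the limit was not always enough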;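 also: 0% = enzyme with substrate and 100% = substrate without enzyme; some results filed as inactive read as strong as hits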
Target sequence (Q92905 whole entry, looked up, one chain of several): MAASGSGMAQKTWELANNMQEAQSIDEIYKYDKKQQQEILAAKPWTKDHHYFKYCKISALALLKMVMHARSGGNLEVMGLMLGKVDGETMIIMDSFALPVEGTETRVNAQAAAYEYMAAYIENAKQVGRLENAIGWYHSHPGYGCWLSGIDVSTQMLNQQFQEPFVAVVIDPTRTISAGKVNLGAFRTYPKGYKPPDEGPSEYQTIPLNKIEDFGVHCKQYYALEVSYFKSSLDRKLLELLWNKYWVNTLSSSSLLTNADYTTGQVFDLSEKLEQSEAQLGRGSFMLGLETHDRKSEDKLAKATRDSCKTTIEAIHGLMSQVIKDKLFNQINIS
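Schedule: reaction 90 min, room temperature / Assay system: HEK293T-derived human Csn5 enzyme / Input: Csn5 at 0.24 nM final / Measure: inhibition of Csn5 cleavage, % / Control set: substrate-only high control, full reaction low control / Technique: fluorescence polarization of the substrate / Buffer or medium: Tris/NaCl/DTT buffer, pH 7.5 / Reagent: SCFSkp2-Nedd8OG substrate at 10 nM final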
PABP1 MLLE inh: inhibitors of microRNA-mediated deadenylation, human PABP1 MLLE binding | P11940 | GST-MLLE / FITC-PAM2 fluorescence polarization | inhibition, % at 20 µM | 0.36% of 360,000 active; in the data active = inhibition above about 35%, passing the limit was not always enough;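 also: plate controls were DMSO wells with GST-MLLE for no effect and wells lacking GST-MLLE protein for full effect; some results filed as inactive read as strong as hits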
Target sequence (P11940 whole entry, looked up): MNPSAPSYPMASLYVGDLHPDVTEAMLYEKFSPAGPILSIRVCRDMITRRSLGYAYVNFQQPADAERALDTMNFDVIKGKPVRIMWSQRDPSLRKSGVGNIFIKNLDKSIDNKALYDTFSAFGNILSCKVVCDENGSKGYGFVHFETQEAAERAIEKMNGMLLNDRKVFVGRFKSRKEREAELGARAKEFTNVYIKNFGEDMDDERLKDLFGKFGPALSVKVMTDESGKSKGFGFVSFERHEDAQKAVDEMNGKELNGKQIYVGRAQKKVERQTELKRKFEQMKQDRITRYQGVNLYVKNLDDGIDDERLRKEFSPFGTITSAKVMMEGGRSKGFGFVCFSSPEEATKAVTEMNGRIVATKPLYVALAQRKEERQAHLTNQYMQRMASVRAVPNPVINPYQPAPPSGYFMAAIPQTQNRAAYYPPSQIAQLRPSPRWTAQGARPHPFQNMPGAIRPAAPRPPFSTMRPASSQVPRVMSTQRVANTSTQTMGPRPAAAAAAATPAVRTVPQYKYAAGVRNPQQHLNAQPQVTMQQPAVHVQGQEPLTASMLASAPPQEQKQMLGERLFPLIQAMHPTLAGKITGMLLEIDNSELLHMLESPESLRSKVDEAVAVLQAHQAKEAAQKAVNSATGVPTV
Numbers without * were called inactive; i = inactive; · = no result given; + = active, no number.

item	molecule	Rpn11 block	FAS-TE inh	SKN-1 block	NadD inh	Rin1 Abl inh
1	Cc1c(C(=O)NNC(=O)c2csc(N3CCOCC3)n2)oc2ccc(Br)cc12	i	3	0	32*	1
2	COc1ccccc1C(=O)C(O)c1ccccc1OC (centres undefined)	i	-10	-12	3	-4
3	COc1ccc(C(=O)NCCc2cc3ccc(C)c(C)c3[nH]c2=O)cc1OC	i	-2	-8	2	0
4	O=C(Nc1ccc2c(c1)OCCO2)C(c1cc2ccccc2o1)N1CCC(Cc2ccccc2)CC1 (centres undefined)	i	31	-2	12	-2
5	C/C(=C\C(=O)c1ccc(Cl)cc1Cl)N(C)C	i	2	-1	-1	-3
6	O=C(O)CCc1ccc(-c2cccs2)n1NC(=O)c1ccco1	i	-8	-5	9	0
7	COc1ccc(CNS(=O)(=O)c2ccc3c(c2)N(C(C)=O)CCO3)cc1	i	-4	-9	3	2
8	Cc1ccc(S(=O)(=O)NNC(=O)c2cccc(O)c2)cc1	i	-10	-6	-6	1

item	MT1-MMP act inh	Neddylation inh	CSN inh	PABP1 MLLE inh
1	13	i	1	2
2	4	i	-6	1
3	5	i	4	9
4	-3	i	7	10
5	-1	i	-7	0
6	1	i	6	1
7	0	i	-3	-4
8	-1	i	-8	9

(further entries)
item	molecule	Rpn11 block	FAS-TE inh	SKN-1 block	NadD inh	Rin1 Abl inh
9	Cc1ccccc1NC(=O)CSc1nc2ncc(Cl)cc2[nH]1	i	-11	11	-3	-2
10	COc1ccc(C(=O)NC(=S)NNC(=O)COc2ccccc2)cc1	i	-4	-34	12	-1
11	O=C(C1CCCN1S(=O)(=O)c1cccc2cccnc12)N1CCc2ccccc21 (centres undefined)	i	4	6	2	1
12	O=C(Oc1ccc(/C=N/NC(=O)c2ccccc2O)cc1)c1ccccc1	i	-6	13	22	-5
13	COCCN(C(=O)c1snc(C(N)=O)c1N)C(C(=O)NC1CCCCC1)c1ccc(OC)c(OC)c1 (centres undefined)	i	-8	-6	3	0
14	CC(C)(C)NC(=O)CSc1nc2ccc(Nc3nc(N4CCOCC4)nc(N4CCOCC4)n3)cc2s1	i	18	-1	6	-5
15	COc1ccc(-c2noc(CN3CCC(Cc4ccccc4)CC3)n2)cc1	i	22	4	4	2
16	O=S(=O)(NCCSc1ccccc1)c1ccc2c(c1)OCCO2	i	10	21	1	1

item	MT1-MMP act inh	Neddylation inh	CSN inh	PABP1 MLLE inh
9	4	i	-2	-32
10	3	i	-13	25
11	-4	i	-7	-1
12	6	+	-4	15
13	2	i	2	-9
14	-14	i	4	-67
15	1	i	6	-7
16	1	i	-5	3

Copied from above, nos. 2–13
item	molecule	Rpn11 block	FAS-TE inh	SKN-1 block	NadD inh	Rin1 Abl inh
2	COc1ccccc1C(=O)C(O)c1ccccc1OC (centres undefined)	i	-10	-12	3	-4
3	COc1ccc(C(=O)NCCc2cc3ccc(C)c(C)c3[nH]c2=O)cc1OC	i	-2	-8	2	0
4	O=C(Nc1ccc2c(c1)OCCO2)C(c1cc2ccccc2o1)N1CCC(Cc2ccccc2)CC1 (centres undefined)	i	31	-2	12	-2
5	C/C(=C\C(=O)c1ccc(Cl)cc1Cl)N(C)C	i	2	-1	-1	-3
6	O=C(O)CCc1ccc(-c2cccs2)n1NC(=O)c1ccco1	i	-8	-5	9	0
7	COc1ccc(CNS(=O)(=O)c2ccc3c(c2)N(C(C)=O)CCO3)cc1	i	-4	-9	3	2
8	Cc1ccc(S(=O)(=O)NNC(=O)c2cccc(O)c2)cc1	i	-10	-6	-6	1
9	Cc1ccccc1NC(=O)CSc1nc2ncc(Cl)cc2[nH]1	i	-11	11	-3	-2
10	COc1ccc(C(=O)NC(=S)NNC(=O)COc2ccccc2)cc1	i	-4	-34	12	-1
11	O=C(C1CCCN1S(=O)(=O)c1cccc2cccnc12)N1CCc2ccccc21 (centres undefined)	i	4	6	2	1

item	MT1-MMP act inh	Neddylation inh	CSN inh	PABP1 MLLE inh
2	4	i	-6	1
3	5	i	4	9
4	-3	i	7	10
5	-1	i	-7	0
6	1	i	6	1
7	0	i	-3	-4
8	-1	i	-8	9
9	4	i	-2	-32
10	3	i	-13	25
11	-4	i	-7	-1

item	molecule	Rpn11 block	FAS-TE inh	SKN-1 block	NadD inh	Rin1 Abl inh
12	O=C(Oc1ccc(/C=N/NC(=O)c2ccccc2O)cc1)c1ccccc1	i	-6	13	22	-5
13	COCCN(C(=O)c1snc(C(N)=O)c1N)C(C(=O)NC1CCCCC1)c1ccc(OC)c(OC)c1 (centres undefined)	i	-8	-6	3	0

item	MT1-MMP act inh	Neddylation inh	CSN inh	PABP1 MLLE inh
12	6	+	-4	15
13	2	i	2	-9

Next section
item	molecule	Rpn11 block	FAS-TE inh	SKN-1 block	NadD inh	Rin1 Abl inh
17	C/C(=N/NC(=O)CN1CCN(S(=O)(=O)c2ccc(Br)cc2)CC1)c1ccncc1	i	-6	-5	-3	-1
18	O=C(CC1S/C(=N/N=C/C=C/c2ccccc2)NC1=O)Nc1ccc(C(=O)O)cc1 (centres undefined)	i	2	0	6	-1
19	CC(=O)c1cccc(N(C(=O)CNC(=O)c2ccco2)C(C(=O)NC2CCCC2)c2ccco2)c1 (centres undefined)	i	-4	10	-8	1
20	NS(=O)(=O)c1ccc(-c2ccc(/C=N/NC(=O)c3ccccc3O)o2)cc1	i	2	3	-2	-2
21	CC1CN=C(NC2CCCCC2C)S1 (centres undefined)	i	-19	-2	-4	1
22	CNC(=O)CN1C(=O)NC(c2ccccc2)(c2ccccc2)C1=O	i	-7	-22	0	1
23	C=C(C)CSc1nc2c(c(=O)[nH]c(=O)n2C)n1Cc1ccccc1	i	-1	-7	0	-4
24	O=S(=O)(NC1=NCCC1)c1cccs1	i	-8	15	2	0

item	MT1-MMP act inh	Neddylation inh	CSN inh	PABP1 MLLE inh
17	-3	i	3	8
18	·	i	-5	1
19	-1	i	5	9
20	-3	i	-2	7
21	4	i	-2	5
22	4	i	0	-22
23	-2	i	3	3
24	3	i	2	2

Next part:
item	molecule	Rpn11 block	FAS-TE inh	SKN-1 block	NadD inh	Rin1 Abl inh
25	CC(Cl)C(=O)c1ccc2c(c1)CCN2C(=O)C1CC1 (centres undefined)	i	-6	-8	-2	1
26	Cc1ccc(N2CCN(/N=C/c3cccnc3)CC2)cc1	i	0	32	6	-1
27	O=C(Nc1cccc(Cl)c1)c1cc(S(=O)(=O)NCCc2ccc(Cl)cc2)ccc1F	i	34	3	-3	-2
28	Cc1noc(C)c1COC(=O)[C@@H](NC(=O)c1ccccc1Cl)C(C)C	i	-4	4	-5	0
29	COc1ccccc1NC(=O)c1cc(S(=O)(=O)N2CCCCCC2)ccc1F	i	24	-7	-10	-1
30	CN1C2CCC1CC(NS(=O)(=O)c1cccc(C(F)(F)F)c1)C2 (centres undefined)	i	0	-2	-4	-2
31	Cc1ccc(C(=O)Nc2cc(C(F)(F)F)ccc2-n2cncn2)o1	i	3	12	-3	-4
32	O=C(O)c1cccc(Oc2cccc(Cl)n2)c1	i	0	12	2	1

item	MT1-MMP act inh	Neddylation inh	CSN inh	PABP1 MLLE inh
25	-2	i	16	-7
26	-8	i	2	17
27	-5	i	2	4
28	4	i	-6	-1
29	0	i	-5	2
30	1	i	-1	-7
31	-4	i	-1	1
32	-1	i	-16	-10

Continued:
item	molecule	Rpn11 block	FAS-TE inh	SKN-1 block	NadD inh	Rin1 Abl inh
33	Cc1ccc(NC(=O)c2ncc(Cl)c(Cl)c2Cl)cc1C	i	0	3	4	4
34	O=C(COc1ccccc1)NCC(=O)N1CCCC1	i	-6	-3	-2	4
35	CC(NC(=O)COc1ccc([N+](=O)[O-])cc1)c1ccccc1 (centres undefined)	i	9	1	1	1
36	Cc1ccc(S(=O)(=O)NNC(=S)NC(=O)c2ccc([N+](=O)[O-])cc2)cc1	i	-4	-19	1	-3
37	O=c1[nH]c(CSc2ncccn2)nc2c1cnn2-c1ccccc1	i	-8	-10	-16	1
38	O=C(/C=C/NCC(=O)c1ccccc1)c1ccc(Br)cc1	i	-1	10	9	0
39	CC1(C)[C@@H](O)CC[C@]2(C)[C@H]3C(=O)C=C4[C@@H]5C[C@@](C)(C(=O)O)CC[C@]5(C)CC[C@@]4(C)[C@]3(C)CC[C@@H]12	i	-5	-12	24	-4
40	COc1ccc(Br)cc1C(=O)NC(=S)Nc1ccc(CN2CCOCC2)cc1	i	18	-14	-4	3

item	MT1-MMP act inh	Neddylation inh	CSN inh	PABP1 MLLE inh
33	-1	i	16	24
34	0	i	2	-2
35	-1	i	0	-10
36	3	i	-7	31
37	0	i	6	-7
38	-6	i	2	4
39	1	i	5	-14
40	-4	i	4	8

Continued.
item	molecule	Rpn11 block	FAS-TE inh	SKN-1 block	NadD inh	Rin1 Abl inh
41	CC(=O)Nc1ccc(S(=O)(=O)NC2Cc3ccccc3C2)cc1	i	-3	4	0	0
42	O=C(NCc1ccc(F)cc1)N1CCN(S(=O)(=O)c2ccccc2F)CC1	i	-3	24	-7	-1
43	COC(=O)c1sc(NC(=O)COc2cccnc2[N+](=O)[O-])c(C(=O)OC)c1C	i	8	9	-1	6
44	N#Cc1cc([N+](=O)[O-])cnc1Nc1ccccc1	i	2	12	3	-7
45	CN(Cc1nccs1)C(=O)C1CCC(=O)N(CCCc2ccccc2)C1 (centres undefined)	i	-8	4	-2	-2
46	Cn1cnnc1SCC(=O)NC1CCCCC1	i	-3	-1	-3	-2
47	CCCCC(=O)OCC(=O)C1(O)Cc2c(O)c3c(c(O)c2C(OC2CC(NC(=O)C(F)(F)F)C(O)C(C)O2)C1)C(=O)c1c(OC)cccc1C3=O (centres undefined)	i	1	81	-9	2
48	CCCNC(=O)C1(C)CCCN(C(=O)c2cc(C)nn2C(C)(C)C)C1 (centres undefined)	i	-6	17	-1	1

item	MT1-MMP act inh	Neddylation inh	CSN inh	PABP1 MLLE inh
41	10	i	-2	7
42	3	i	-1	7
43	0	i	2	-12
44	1	i	-1	-5
45	1	i	2	-15
46	0	i	-3	-8
47	-19	i	47	-15
48	2	i	1	-2

(cont.)
item	molecule	Rpn11 block	FAS-TE inh	SKN-1 block	NadD inh	Rin1 Abl inh
49	NC(=O)Nc1ccc(Cl)cc1	i	-5	-11	-3	0
50	Cc1c(C(=O)N2CCN(S(=O)(=O)c3cc(F)ccc3F)CC2)oc2ccccc12	i	26	-3	-3	2
51	COc1ccccc1OCC(=O)Nc1ccccc1C(=O)NCc1ccco1	i	2	7	-7	0
52	Cn1c(NCc2ccc3occc3c2)nc2cc(-c3cccc(C(F)(F)F)c3)sc2c1=O	i	18	6	12	-4

item	MT1-MMP act inh	Neddylation inh	CSN inh	PABP1 MLLE inh
49	2	i	-1	-2
50	-4	i	-1	-56
51	3	i	-7	13
52	-5	i	-2	-10
